yeast cln2 rad14 – NCI yeast anticancer drug screen, S. cerevisiae cln2 rad14 strain; AID 165; 78,000 tested, 8.3% active; growth inhibition, % at 50 µM;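 note: 0% = growth of vehicle-only cultures of the same strain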
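cln2 rad14 yeast strain; compound exposure; growth inhibition read vs vehicle controls.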
yeast sgs1 mgt1 – NCI yeast anticancer drug screen, S. cerevisiae sgs1 mgt1 strain; % growth inhibition at 50 µM; 78,000 tested, 10% active; AID 161;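 note: 0% = growth of vehicle-only cultures of the same strain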
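Test agents were incubated with a DNA-repair-mutant yeast strain. Growth was then read and compared against vehicle-treated controls.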
yeast mec2-1 – NCI yeast anticancer drug screen, S. cerevisiae mec2-1 strain | AID 157 | 79,000 tested, 9% active | % growth inhibition at 50 µM;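 note: 0% = growth of vehicle-only cultures of the same strain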
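Growth inhibition is read against vehicle-treated controls after compound exposure of the mec2-1 yeast strain, which is defective in DNA damage repair or cell cycle control.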
yeast bub3 – NCI yeast anticancer drug screen, S. cerevisiae bub3 mutant strain. % growth inhibition at 50 µM. AID 167. 78,000 tested, 9.9% active;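 note: 0% = growth of vehicle-only cultures of the same strain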
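Growth of a checkpoint-deficient yeast mutant is measured after compound exposure. Values represent inhibition relative to vehicle.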
rad50 – NCI yeast anticancer drug screen, S. cerevisiae rad50 strain; % growth inhibition at 50 µM; 79,000 tested, 10% active;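 note: 0% = growth of vehicle-only cultures of the same strain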
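Compounds were tested on a yeast strain with an engineered DNA damage repair alteration; the reported value is growth inhibition normalised to vehicle treatment.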
mlh1 rad18 – NCI yeast anticancer drug screen, S. cerevisiae mlh1 rad18 strain | growth inhibition, % at 50 µM | 79,000 tested, 11% active;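 note: 0% = growth of vehicle-only cultures of the same strain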
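In this whole-cell yeast screen, a strain with altered DNA damage repair is challenged with compound, and its growth is measured against matched vehicle-treated controls.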
An asterisk follows results filed as active; & = joins results of further samples; ! = not confirmed by another sample. Cut-off read from the data, not from the text of the source: active = growth inhibition above about 70%; inactive = the rest.

SMILES	yeast cln2 rad14	yeast sgs1 mgt1	yeast mec2-1	yeast bub3	rad50	mlh1 rad18
CC1=C2CC(C)(C)CC(=O)C2(C)CCC1=O (stereo not given)	26	12	-7	-3	4	28
Cc1cc2ccccc2c[n+]1CC(O)C[n+]1cc2ccccc2cc1C	-28	-36	-31	-45	-19	-1
CCOC1CCN(C(=O)c2ccccc2)O1 (stereo not given)	-2	24	-20	6	2	29
O=C(CCc1cc(-c2ccccc2)n[nH]1)Nc1ccccc1[N+](=O)[O-]	-16	-6	7	-19	-5	20
C/C=C\C=C\C(=O)O	4	-38	-17	-20	-30	-32
CC1CCC2C(C)C(=O)OC2C2(C)C(=O)C=CC12 (stereo not given)	23	14	-12	3	12	-27
O=C(Nc1ncc([N+](=O)[O-])s1)C(F)(F)F	-12	9	-8	4	3	1
Cn1c(=O)c2c(nc(N)n2C2OC(CO)C(O)C2O)n(C)c1=O (stereo not given)	89*	85*	92*	89*	87*	84*
CN(C)N1C(=O)SCC(c2ccccc2)(c2ccccc2)C1=O	7	15	10	22	65	47
N#CC(C(=O)CCCC(=O)Nc1ccc(Cl)cc1)c1ccccc1Cl (stereo not given)	94*	99*	98*	99*	97*	97*
C=C(C)CNC(=S)N(N)c1ccc2ccccc2c1	5	-15	5	-5	24	26
CN(C)c1nc(N(C)C)nc(N(C)C=O)n1	-3	-31	-22	-28	-5	-6

Of the compounds above, these contain a carbonyl joined to an NH by a bond outside any ring:
SMILES	yeast cln2 rad14	yeast sgs1 mgt1	yeast mec2-1	yeast bub3	rad50	mlh1 rad18
O=C(CCc1cc(-c2ccccc2)n[nH]1)Nc1ccccc1[N+](=O)[O-]	-16	-6	7	-19	-5	20
O=C(Nc1ncc([N+](=O)[O-])s1)C(F)(F)F	-12	9	-8	4	3	1
N#CC(C(=O)CCCC(=O)Nc1ccc(Cl)cc1)c1ccccc1Cl (stereo not given)	94*	99*	98*	99*	97*	97*

(more compounds)
SMILES	yeast cln2 rad14	yeast sgs1 mgt1	yeast mec2-1	yeast bub3	rad50	mlh1 rad18
BrCC1CN=C(c2ccccc2)O1 (stereo not given)	-26	3	-4	2	-6	-3
NS(=O)(=O)c1ccc(NC(=O)Oc2ccc([N+](=O)[O-])cc2)cc1	20	-1	5	2	-18	14
O=C(Nc1ccc(Cl)cc1)Nc1nnc(-c2cccc(Cl)c2)o1	-52	27	6	0	6	15
CC1C(CCC(=O)O)OC2CC3C4CCC5CC(O)CCC5(C)C4CCC3(C)C21 (stereo not given)	94*	96*	90*	86*	82*	85*
CCCCN(CCCC)c1ccc(N=Nc2ccc(S(=O)(=O)O)cc2)cc1	89*	92*	91*	90*	88*	88*
Cc1cc(-c2ccccc2)n(C(C(=O)c2ccccc2)c2ccccc2)n1 (stereo not given)	-6	0	-10	-27	14	-15
CC1CN(C(=S)NNC(C)c2cc3ccccc3cn2)CC(C)O1 (stereo not given)	90*	91*	90*	88*	87*	91*
CC(COCc1ccccc1)C1OC(C)(C)OC(C#N)C1C (stereo not given)	-20	-5	-1	12	-1	14
COC(=O)C(C(=O)C(=O)Nc1c(Cl)cc([N+](=O)[O-])cc1Cl)c1nc2cc(C)c(C)cc2[nH]c1=O (stereo not given)	14	21	3	-5	17	-10
CCN(CC)CCNC(=O)c1ccc([N+](=O)[O-])cc1OC	-62	14	-15	5	4	2
Cc1cc2nc(-c3ccccc3O)[nH]c2cc1C	2	-5	-30	-30	-14	9
CC(C)(C)n1nc(C2CC2)cc1NC(=O)Nc1ccccc1	-26	-12	-32	-42	-16	-22
COc1ccc2c(c1)CSC(c1ccccc1)C2O (stereo not given)	9	14	10	12	29	28
O=S(=O)(c1ccc(Br)cc1)C(F)(F)F	3	0	10	13	11	5
CCOC(=O)N(CCCl)C(=O)C(C)C	25	-11	-39	-25	-22	-11
CCCC1CCCCC1O (stereo not given)	7	-24	-39	-24	-10	-7
O=C1OC(c2ccccc2)=CC1Cc1ccccc1 (stereo not given)	3	2	-2	-3	35	-8
NNc1nc2c(N)ncnc2n1C1OC(CO)C(O)C1O (stereo not given)	15&-21	5&17	16&-5	13&15	14&-7	11&-6
O=c1oc2ccccc2c(O)c1/C=N\c1nc(-c2ccc(O)c(O)c2)cs1	13	-2	9	16	47	44
O/N=C1/CCCCc2ccccc21	-30	-21	1	-14	-13	-15
CSc1cc(Cl)c(C)cc1S(=O)(=O)NC(=O)NNc1cnc2ccccc2n1	-17	-6	-3	0	4	17
COC(=O)Nc1c2c(nc3ccccc13)-c1ccccc1C(C)(C)C2OC (stereo not given)	-8	58	13	84*	50	67
Cc1cc(C)c(C(=O)OC(c2ccccc2)C(c2ccccc2)N(C)C)c(C)c1 (stereo not given)	2	49	17	7	61	14
CC(CCN)(CCN)[N+](=O)[O-]	46	-14	16	7	8	15

Overlap with the part before: 3 entries, then new ones.
SMILES	yeast cln2 rad14	yeast sgs1 mgt1	yeast mec2-1	yeast bub3	rad50	mlh1 rad18
COC(=O)Nc1c2c(nc3ccccc13)-c1ccccc1C(C)(C)C2OC (stereo not given)	-8	58	13	84*	50	67
Cc1cc(C)c(C(=O)OC(c2ccccc2)C(c2ccccc2)N(C)C)c(C)c1 (stereo not given)	2	49	17	7	61	14
CC(CCN)(CCN)[N+](=O)[O-]	46	-14	16	7	8	15
Cc1cc(N(CCC#N)CCC#N)ccc1/C(N=Nc1ccccc1)=N\NC(=O)c1cc(Cl)ccc1O	-3	3	10	-17	19	31
CCOC(=O)CC1OC2CCCCC2O1 (stereo not given)	8	-11	-19	1	-3	1
COC(=O)C(C(=O)C(N)=O)c1csc(-n2nc(-c3ccccc3)cc2-c2ccccc2)n1 (stereo not given)	10	-14	-13	30	-2	-7
COc1cc(C(c2cc3c(cc2O)OCO3)N2CCN(C(c3cc(OC)c(OC)c(OC)c3)c3cc4c(cc3O)OCO4)CC2)cc(OC)c1OC (stereo not given)	-35	29	33	7	24	64
CC(=O)c1ccc([N+](=O)[O-])o1	87*	91*	92*	92*	96*	98*
O=C(NC(=O)C(C(=O)c1ccc(Cl)cc1)c1ccccc1)c1ccc(Cl)cc1 (stereo not given)	4	2	-5	11	6	12
COc1ccc(CCN=C(N)CCl)cc1	7	7	11	19	12	-2
C=CCOCn1cc(F)c(=O)[nH]c1=O	1	-22	-44	0	-39	-23
Cc1ccc(S(=O)(=O)N/N=C/c2ccccc2)cc1	-28	3	0	9	6	7
N#CN1CCC2CC(=O)CCC2C1 (stereo not given)	6	-6	3	1	6	-11
CN(C1CCCCC1)S(=O)(=O)c1ccc(N)cc1	11	12	-3	5	8	24
CC1CCC(C(C)C)C(OC(=O)N/N=C/N(C)C)C1 (stereo not given)	20	4	17	-1	2	25
Nc1ccc(-c2nc3ccccc3c(=O)[nH]2)cc1	-40	-9	-6	47	9	-1
O=C(NCc1ccc([N+](=O)[O-])cc1)c1ccccc1	10	-6	4	1	4	7
C[n+]1ccc(/C(C#N)=N/O)cc1	21	-21	-40	-26	-16	-29
COC(=O)N/N=C/c1cccc(C)n1	1	-5	2	-5	-6	-12
COc1ccccc1NC(=O)c1ccc(Cl)cc1	17	21	11	24	18	0
O=NC1C(Cl)C2CC1C1C(Cl)C(Cl)CC21 (stereo not given)	40	53	15	27	35	33
CCOC(=O)NC(=O)c1cn(-c2ccc(CCOC(=O)NCCCCCCNC(=O)OCCc3ccc(-n4c(=O)[nH]cc(C(=O)NC(=O)OCC)c4=O)cc3)cc2)c(=O)[nH]c1=O	37	-24	-1	1	-1	3
CC1(C)N=C(C(N)=O)c2ncn(Cc3ccccc3)c2N1	18	-24	-33	-8	-29	-7
O=c1[nH]nc(Cc2ccccc2)n1CCO	1	18	3	9	13	-43
O=C(Nc1ccc(Cl)cc1)OCc1ccco1	-12	24	24	18	2	17
CN(C)CCCNC(=O)c1c(O)c2ccccc2n(C)c1=O	13	5	21	6	17	13
OC1CCC(O)CC1 (stereo not given)	-1&9	70*!	-13&20	-2&11	74*!	22&67

Quoted at random: 2 compounds from above, in no set order.
SMILES	yeast cln2 rad14	yeast sgs1 mgt1	yeast mec2-1	yeast bub3	rad50	mlh1 rad18
O=C(NCc1ccc([N+](=O)[O-])cc1)c1ccccc1	10	-6	4	1	4	7
O=c1[nH]nc(Cc2ccccc2)n1CCO	1	18	3	9	13	-43

Other entries.
SMILES	yeast cln2 rad14	yeast sgs1 mgt1	yeast mec2-1	yeast bub3	rad50	mlh1 rad18
CC(=O)OCC1OC(OC(C)=O)C(NS(=O)(=O)c2ccc(C)cc2)C(OC(C)=O)C1OC(C)=O (stereo not given)	18	18	4	-4	18	-5
CC(C)OC(=O)CCCCCCl	-3	12	-27	7	9	15
CCCCCCCCCCCC(=O)OCCN(CCOC(=O)CCCCCCCCCCC)C(=O)COC(=O)CCCCCCCCCCC	99*	100*	100*	60	99*	99*
CCCCC(CC)COP(=O)(OCC(CC)CCCC)OCC(CC)CCCC (stereo not given)	1	-3	11	-7	16	29
C/C=C/C=C1/OC(C)=C(C(=O)OCC)C1=O	11	7	-16	-9	8	-2
CC(C)(C)n1c(=O)[nH]c(=O)n1C(C)(C)C	2	-22	-18	-33	6	-22
CCCC(=O)Oc1ccc([N+](=O)[O-])cc1	35	11	29	4	28	13
Oc1ccc(CNc2nn[nH]n2)cc1	-26	-7	4	4	-3	6
C/C=C(\C)CC/C=C/CO[Si](C)(C)C(C)(C)C	54	5	9	3	-4	6
Cc1ccc(C(=O)Cc2ccc(C#N)cc2)cc1	-19	7	7	-4	6	4
CCCCCCCCCCCCNc1ccccn1	56	70	21	48	18	81*
CCOC(=O)c1c(NCCO)c(-c2ccccc2)c(=O)n2c1[nH]c1ccccc12	-1	5	7	-1	2	15

Compound profiles (already shown). Screens in order: yeast cln2 rad14, yeast sgs1 mgt1, yeast mec2-1, yeast bub3, rad50, mlh1 rad18
Record of CCCCC(CC)COP(=O)(OCC(CC)CCCC)OCC(CC)CCCC (stereo not given) → 1, -3, 11, -7, 16, 29
Record of Cc1ccc(C(=O)Cc2ccc(C#N)cc2)cc1 → -19, 7, 7, -4, 6, 4

The listing continues.
SMILES	yeast cln2 rad14	yeast sgs1 mgt1	yeast mec2-1	yeast bub3	rad50	mlh1 rad18
CCCOc1ccc(C2=C(c3ccccc3)C(=O)C(c3ccccc3)=C2c2ccccc2)cc1	20	21	16	2	34	21
c1ccc(C2SCCN2c2ccccc2)cc1 (stereo not given)	10	-20	0	12	9	-14
Cc1ccc(C(=O)/C(C#N)=C/Nc2c(C)n(C)n(-c3ccccc3)c2=O)cc1	13	20	24	20	17	26
COc1cc(/C=C/C(=O)Sc2ccccc2)cc(OC)c1O	76*	59	59	51	75*	51
CCOC(=O)c1ncn(CCc2ccc(Cl)cc2)c1C	-11	8	-5	39	-17	-33
Cc1ccc(NC(=O)CCCC(=O)C(C#N)c2ccc(Cl)cc2Cl)cc1C (stereo not given)	-3	-1	2	-4	10	1
Cc1c(C)c(CN)c(C)c(C)c1CN	-24	-17	-47	-43	-30	-32
O=CNc1ccc(F)c(F)c1	-5	-7	-16	-7	-17	-10
C=Cc1cc2c(cc1O)CC[C@@H]1[C@@H]2CC[C@]2(C)[C@@H](O)CC[C@@H]12	30	37	17	23	17	36
N#CCCc1c(-c2ccccc2)nc(N)[nH]c1=O	-38	3	1	-15	2	-10
COC1=C(NCCc2ccccc2)C(=O)C(OC)=C(NCCc2ccccc2)C1=O	-22	19	-5	2	-43	-12
CC1(C(=O)Sc2ccccc2)OC1(C)c1ccccc1 (stereo not given)	-28	5	8	15	-8	18
NC(=O)c1cn(C2OC(CO)C(O)C2O)c2ncn3ccnc3c12 (stereo not given)	-8	17	10	-3	-4	-2

Bioassay records (PubChem)
